High-throughput results: PubChem BioAssay, several laboratories
HSP90 refold inh = inhibitors of HSP90 luciferase refolding in rabbit reticulocyte lysate. inhibition, % at 5.6 µM. luciferase refolding luminescence, 3 h. 0.91% of 290,000 active;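 active = inhibition above the screen-wide mean plus 3 SD, computed separately per campaign, cut at about 16% in these data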;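 also: 0% = DMSO wells and 100% = 60 µM geldanamycin wells; inhibitors lower the luminescence because luciferase stays unfolded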
HSF1 activator = increases HSF-1 driven luciferase reporter signal; NIH3T3-HGL HSF-1 luciferase reporter, MG132, 8 h; 100% = twice DMSO control signal; activation, % at 9 µM; 1.7% of 300,000 active;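 active = mean replicate activation of at least 50% with a set share of replicates each reaching 50%; inconclusive = only one of those two conditions met; inactive = mean below 50% and too few replicates reaching it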;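 also: 0% = median of the neutral control wells and 100% = twice that signal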
AI-2 QS mod = Vibrio harveyi AI-2 quorum sensing modulation; Vibrio harveyi JMH597 AI-2 luminescence/OD600 ratio, 9 h; active compounds read low; strain lacks LuxN and CqsS sensors; 0 = neutral-control median; activity change, % at 7.5 µM; 0.4% of 300,000 active; in the data active = activity change below about -75%, passing the limit was not always enough; inconclusive = no clear call, values can overlap the other calls;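 also: luminescence divided by OD600 gain over 9 h not by final OD600 alone; inactives centre near 13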
HIF activator = HIF pathway transcriptional activation; U2OS HRE-luciferase reporter, luminescence; normalized: DMSO 0%, desferrioxamine 100%; activation, % at 7.5 µM (by protocol); 0.32% of 300,000 active; AID 1910;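 active = mean activation of at least 10% of the iron chelator positive control signal, with at least half of replicates also reaching 10%; inconclusive = mean and replicate majority disagree about reaching 10%; inactive = mean and most replicates under 10%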
aSyn 5UTR inh = MLPCN primary screen, SNCA 5' untranslated region | alpha-synuclein 5'UTR reporter, inhibitor activity | inhibition, % (tested at 7.5 µM) | 0.82% of 300,000 active | AID 1813; in the data active = inhibition above about 60%; inconclusive = no clear call, values can overlap the other calls;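 also: H4 neuroglioblastoma cells stably carrying SNCA 5'UTR luciferase fusion; 0% = DMSO wells and 100% = positive control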
IEC-6 cytotox = counter-screen for KLF5 inhibitors: cytotoxicity in IEC-6 cells; IEC-6 cytotoxicity, luminescence viability; inhibition, % at 5 µM; 0.78% of 290,000 active; in the data active = inhibition above about 22%;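 also: 0% = plate median of test compound wells and 100% = cytotoxic reference compound wells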
HSF1 inhib = HSF1 inhibition | NIH3T3-HGL HSE-luciferase, MG132-induced, luminescence 8 h; active compounds read low | activity change, negative = inhibition, % at 7.5 µM (by protocol) | 0.77% of 300,000 active | AID 2098;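 active = more than half of replicate wells show activity change below -50%, luminescence cut by over half; inconclusive = some wells, but at most half, below -50%; inactive = no replicate well below -50%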;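 also: luciferase reports HSF-1 transcriptional activity via heat shock element; 0% = median of DMSO wells and -100% = zero luminescence signal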
Platelet DG rel = platelet dense granule release activity; human platelet-rich plasma, SFLLRN dense granule ATP release, luminescence; inhibition, %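 (compounds screened at 7.5 µM in platelet-rich plasma)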; 0.22% of 300,000 active;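 active = mean replicate score, as percent of positive control, at or above 50; inconclusive = mean below 50 but at least one replicate at or above 50; inactive = mean and every replicate below 50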
KLF5 inh = inhibitors of KLF5 expression | AID 1700 | inhibition, % at 5 µM | DLD-1 KLF5 promoter-luciferase reporter, luminescence | 0.23% of 290,000 active;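 active = inhibition above a per-plate limit of that plate's mean compound inhibition plus 3 SD, cut at about 60% in these data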;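 also: 0% = DMSO wells and 100% = LY294002 at 200 µM; higher means less KLF5 promoter-driven luciferase light; inactives centre near -14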
HDAC3 inh = blocks human histone deacetylase 3 | recombinant HDAC3, fluorogenic peptide/trypsin coupled, fluorescence | 0.15% of 320,000 active | inhibition, % at 8.3 µM | AID 2718 | O15379; in the data active = inhibition above about 26%, passing the limit was not always enough; inconclusive = no clear call, values can overlap the other calls
Target sequence (O15379 whole entry, looked up): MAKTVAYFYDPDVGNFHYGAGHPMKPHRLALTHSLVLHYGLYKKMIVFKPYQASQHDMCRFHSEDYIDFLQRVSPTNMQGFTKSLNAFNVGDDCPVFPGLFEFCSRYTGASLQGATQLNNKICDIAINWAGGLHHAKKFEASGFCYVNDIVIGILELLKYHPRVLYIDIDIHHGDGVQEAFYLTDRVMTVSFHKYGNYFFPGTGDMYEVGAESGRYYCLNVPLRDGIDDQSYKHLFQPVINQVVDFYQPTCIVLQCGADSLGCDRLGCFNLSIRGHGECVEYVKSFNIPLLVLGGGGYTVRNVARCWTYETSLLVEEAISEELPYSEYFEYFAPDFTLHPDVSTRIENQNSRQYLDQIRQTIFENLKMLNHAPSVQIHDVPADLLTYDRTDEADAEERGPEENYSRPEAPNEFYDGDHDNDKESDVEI
Starred values were filed as active, the others as inactive; ? = inconclusive; / = not tested or not shown.

SMILES	HSP90 refold inh	HSF1 activator	AI-2 QS mod	HIF activator	aSyn 5UTR inh	IEC-6 cytotox	HSF1 inhib	Platelet DG rel	KLF5 inh	HDAC3 inh
COc1cccc(C2CC(c3cccs3)=NN2C(=O)CSc2nc3c(cnn3-c3ccc(F)cc3)c(=O)[nH]2)c1OC (stereo not drawn)	4	-8	26	-0.3	7	-5	-4	5	-3	-3
COc1ccc(C(C(=O)Nc2ccc(C(C)C)cc2)N(C)C(=O)c2ccc(=O)[nH]c2)cc1 (stereo not drawn)	4	5	-1	-0.3	-10	-5	15	7	4	13
Cn1c(CN2CCOCC2)nnc1SCc1ccc(C#N)cc1	-6	-5	21	-0.8	-1	-2	-3	13	-16	3
O=C1OCCC1Sc1nnc(-c2ccc3c(c2)OCO3)o1 (stereo not drawn)	4	5	11	-2.7	?	-10	-8	-3	-16	1
Cc1ccccc1-c1nc(CS(=O)(=O)CC(=O)NCc2ccc3c(c2)OCO3)c(C)o1	1	16	5	-0.1	3	-5	11	-1	14	-6
CC(C)(CNC(=O)c1cccc(S(=O)(=O)NCc2ccccc2)c1)N1CCOCC1	/	-2	21	-0.5	-5	/	-3	-2	/	/
O=C(O)CC1Oc2ccc(Cl)cc2NC1=O (stereo not drawn)	-7	0	19	-0.1	7	3	-10	6	-1	-1
CC(Sc1nc(C(C)(C)C)cc(-c2ccccc2)c1C#N)C(=O)Nc1ccccc1 (stereo not drawn)	4	-4	-1	-0.5	12	6	-3	-2	-9	1
CCOC(=O)C1CCCN(CCc2ccccc2)C1 (stereo not drawn)	-5	-12	18	1.1	11	1	-5	-4	-38	-3
Cc1cccc(-c2ncc(CN3CCN(C4CCCC4)C(CCO)C3)cn2)c1 (stereo not drawn)	2	-8	11	0.1	-26	3	-9	-3	-30	-8
COc1ccc(C(=O)O/N=C(\N)c2ccccn2)c(OC)c1	43*	1	7	-2.2	31	12	-8	40	-44	4
COc1ccccc1NC(=O)Nc1nc(CC(=O)Nc2ccc(N(C)C)cc2)cs1	/	2	39	1.4	-32	/	4	-2	/	6
NC(=O)CC(NC(=O)c1ccc(Br)cc1)c1ccc(N2CCC(Br)CC2)c([N+](=O)[O-])c1 (stereo not drawn)	/	-1	15	0.0	-24	/	5	0	/	-4
Nn1c(N2CCCCC2)nc2ccccc21	1	9	35	0.0	-17	-4	1	-2	-45	-2
CCc1cc2c(CN3CCN(CCO)CC3)cc(=O)oc2cc1O	-1	6	19	0.2	9	0	3	-1	-4	-82
COc1ccc(/C=N\NC(=O)c2ccc(F)cc2)cc1COc1cc(F)ccc1[N+](=O)[O-]	4	-11	12	-0.2	1	9	6	8	-10	6
O=C(COc1ccc(Br)cc1)NCc1cn2ccccc2n1	-2	14	7	-0.1	-3	0	12	-2	17	-13
c1ccc(COc2cccc(CN3CCN(c4ccccn4)CC3)c2)cc1	-1	-63	5	-0.3	-3	-8	-55*	6	-33	-1
Cc1ccc(S(=O)(=O)N2CCC(CN3C(=O)c4cccc5cccc(c45)C3=O)CC2)cc1	6	-3	0	-0.1	-30	2	1	4	-24	-11
O=C(CNC(=O)c1ccc2c(c1)OCO2)Nc1ncccc1O	/	17	31	2.0	-77	/	5	-1	/	2
C/C(CC(=O)NC(C)C)=N\NC(=O)C(c1ccccc1)c1ccccc1	0	10	29	0.2	14	1	5	5	9	2
CCCc1cc(=O)oc2cc(OCC(=O)N3CCN(C(=O)C4COc5ccccc5O4)CC3)ccc12 (stereo not drawn)	-3	0	-5	-0.2	22	2	0	26	-12	4
O=C(NC1CC2CCC(C1)N2Cc1ccccc1)c1cccc(F)c1 (stereo not drawn)	-1	-5	13	0.2	-12	-1	-8	-2	-16	-4
CCOc1cccc(C(=O)Nc2nnc(-c3cccs3)s2)c1	3	48	15	1.5	-59	4	22	8	-57	0
Cc1ccc(CCNC(=O)CCCn2nc(C)c3c(C)n(-c4ccc(C)cc4)nc3c2=O)cc1	-4	-4	25	-0.3	31	9	-9	13	1	10
NS(=O)(=O)c1ccc(Sc2ccc3ccccc3c2)nc1	2	-7	46	-0.3	16	9	-3	-36	-1	3
Cc1occc1C(=O)NCCc1cccc(Cl)c1	0	38	-17	2.9	-82	0	7	14	-116	1
CCOC(=O)C1(Cc2ccccc2)CCN(Cc2cccc3nccnc23)CC1	-2	30	28	0.3	18	-1	11	0	-5	3
CC1CCCC(C)N1C(=O)COC(=O)Cc1ccc(Cl)cc1 (stereo not drawn)	-1	0	30	-20	-5	-7	0	-2	-21	4
CSc1nnc2c(n1)OC1(Nc3ccccc3-2)C(=O)Nc2ccccc21 (stereo not drawn)	-1	3	23	1.9	-10	5	5	-9	-19	3
COCCNC(=O)CCCn1c(=O)c2cc(OC)c(OC)cc2n(CC(=O)NCCC2=CCCCC2)c1=O	-1	-7	31	-0.6	12	-9	-10	-6	-25	-1
CCC(C)(C)C1CCC(=NNC(=S)Nc2cccnc2)CC1 (stereo not drawn)	3	13	4	-0.2	-39	-1	5	2	-1	6
CC(=O)/C(=N/Nc1ccccc1[N+](=O)[O-])N1CCCc2ccccc21	3	24	8	0.1	5	0	7	27	10	5
COc1ccc(/C=N/N(C)c2cc(=O)n(C)c(=O)[nH]2)cc1OC	1	12	30	-0.3	-27	6	-4	74*	10	-6
CCc1nnc(N/N=C/c2ccc(N3CCC(C)CC3)c([N+](=O)[O-])c2)n1N	21*	-42	9	0.5	0	6	-21	-5	-30	13
Cc1ccc(S(=O)c2ccc(NC(=O)C3CC3)cc2C#N)cc1 (stereo not drawn)	-2	0	15	0.3	17	8	-5	0	-5	0
COc1cccc(-c2coc3cc4oc(=O)c(CC(=O)O)c(C)c4cc23)c1	1	-16	14	0.3	-2	8	2	0	-9	0
CCOC(=O)c1c(C)c(C)n(Cc2ccc(OC)c(OC)c2)c1C	4	0	26	-2.2	16	4	-7	2	-12	4
O=C(CSc1ccc(Cl)cc1)N1CCOCC1	-2	18	10	-10	-69	-1	-1	-4	-28	-4
CC(C)NC(=O)[C@@H]1C[C@@]1(C)[C@@H](NC(=O)OCc1ccccc1)c1ccccc1	0	7	9	-1.7	9	-1	1	1	17	12

Part of the list above, with values under each structure:
Sequence of screens – HSP90 refold inh | HSF1 activator | AI-2 QS mod | HIF activator | aSyn 5UTR inh | IEC-6 cytotox | HSF1 inhib | Platelet DG rel | KLF5 inh | HDAC3 inh
CCOc1cccc(C(=O)Nc2nnc(-c3cccs3)s2)c1
→ 3 | 48 | 15 | 1.5 | -59 | 4 | 22 | 8 | -57 | 0
Cc1ccc(CCNC(=O)CCCn2nc(C)c3c(C)n(-c4ccc(C)cc4)nc3c2=O)cc1
→ -4 | -4 | 25 | -0.3 | 31 | 9 | -9 | 13 | 1 | 10

The list continues:
SMILES	HSP90 refold inh	HSF1 activator	AI-2 QS mod	HIF activator	aSyn 5UTR inh	IEC-6 cytotox	HSF1 inhib	Platelet DG rel	KLF5 inh	HDAC3 inh
Cc1cc(C)c(S(=O)(=O)N2CCN(c3ccccc3)CC2)c(C)c1	-2	-2	12	0.5	-24	-3	2	7	-16	4
COc1ccc(N/C=C(\C(C)=O)c2ccc(OC)c(OC)c2)cc1OC	4	26	-4	0.1	30	-1	5	1	-10	4
CCN(CC)CCCNC(=O)CCc1c(C)n(CC)c2cc(-c3ccccc3OC)nn2c1=O	-2	-10	3	0.5	-3	-3	-1	2	-28	-26
Cc1cc(NC(=O)Nc2ccc3c(ccn3C)c2)sn1	/	0	-54	2.5	-121	/	1	1	/	0
COc1ccc(C(CNC(=O)c2cc(=O)[nH]c3ccccc23)N2CCCC2)cc1 (stereo not drawn)	0	7	21	0.5	-23	4	0	-4	-19	5
Cc1cc(C)nc(N(C#N)S(=O)(=O)c2ccccc2)n1	4	-16	16	0.1	-8	3	7	-1	-26	-2
COc1ccccc1N1CCN(CC(O)c2ccccc2)CC1 (stereo not drawn)	-1	-3	30	-37	-12	-4	-5	-8	3	-12
COc1ccc(C2c3sc(=O)[nH]c3SC3C4CCC(C4)C23)cc1OC (stereo not drawn)	1	26	30	-0.1	32	0	0	-3	1	1
COc1ccc(CNC2CCN(Cc3ccccc3)CC2)cc1	6	7	2	1.2	-7	-5	1	-6	-17	-5
CCn1c(=O)c2c(nc(SCC(=O)NC3CCCC3)n2C)n(C)c1=O	-3	-18	12	-1.1	12	-12	-8	8	-28	1
Nc1c(C(=O)Nc2cccc(Cl)c2Cl)sc2nc(-c3cccnc3)ccc12	-1	19	5	1.5	-62	1	11	6	-2	-4
CCN(CC)C1CC(=O)N(c2cccc(Cl)c2)C1=O (stereo not drawn)	-4	-6	44	0.5	13	3	13	-2	-18	3
Clc1ccc(N2COC3c4cccc5cccc(c45)C32)cc1 (stereo not drawn)	-4	11	20	0.1	-17	6	13	2	-26	3
Cc1ccc(-n2ncc3c2CCCC3NC(=O)CCc2cnccn2)cc1C (stereo not drawn)	-4	18	19	-0.1	15	-5	1	-3	-4	0
Cn1c(C2CCCN2C(=O)OC(C)(C)C)n[nH]c1=S (stereo not drawn)	34*	3	4	-0.2	16	-3	1	2	1	0
COc1ccc(OC)c(C2CC(=O)Nc3c2c(=O)[nH]c2ncnn32)c1 (stereo not drawn)	8	-17	6	-0.9	15	5	-6	12	-7	3
COC(=O)c1ccccc1NC(=O)CN(CCc1ccccc1)S(C)(=O)=O	-2	13	8	-0.3	5	-1	0	6	-13	3
O=C(Nc1cccc([N+](=O)[O-])c1)c1ccc2c(c1)OCCO2	0	24	0	5.0	-124	-4	15	-10	-97	0
Cc1ccccc1NC(=O)c1c2c(nc3ccccc13)CCC2	0	7	24	-0.1	7	-3	-9	-11	-14	3
CCOc1ccc(N(C(C)C(=O)NC2CCCCCC2)S(C)(=O)=O)cc1 (stereo not drawn)	-1	2	23	0.2	-30	4	1	2	12	-11
N#C/C(=C/c1ccc(N2CCOCC2)o1)c1ccc(Cl)cc1	3	39	12	5.4	-286	-3	43	5	-9	0
CCCC(C(=O)NC1CCCC1)N(C(=O)Cn1nnc(-c2ccc(C)o2)n1)c1ccccc1F (stereo not drawn)	-1	9	3	0.5	9	-13	-1	-4	-4	/
CCOc1ccc(NC(=O)CC(=O)Nc2ccc(OCC)cc2)cc1	-1	-8	3	2.1	-15	0	-2	3	-19	-1
COc1cc(-c2nn3c(-c4ccccc4)nnc3s2)cc(OC)c1OC	0	/	23	0.1	15	3	/	11	6	0
COc1ccc(OC)c(C(=O)COC(=O)C2CC3CCCC(C2)C3=O)c1 (stereo not drawn)	10	7	21	-0.2	-8	1	1	2	-51	6
Cc1ccc(-c2csc(NC(=O)Cn3[nH]c(=O)c4ccccc4c3=O)n2)cc1	0	-18	3	-0.3	-28	-2	-11	11	-72	1
O=C(CSc1ncn[nH]1)N1N=C(c2ccc(Cl)cc2)CC1c1ccco1 (stereo not drawn)	-2	2	-2	0.5	21	2	-1	13	-17	1
O=S(=O)(NC1CCCC1)c1ccc(Br)s1	-1	-1	16	-0.5	-9	8	-4	-4	-1	?
CCCC1=Nc2cc(C(=O)NCCCOC(C)C)ccc2Sc2ccccc21	1	-7	30	0.2	11	5	-3	1	62*	3
Nc1cc(-c2cccc(Br)c2)nn1Cc1ccccc1	2	19	-7	0.5	-35	-5	-5	-10	-16	4
